Pf gamet viab: kills late stage P. falciparum gametocytes. 150,000 tested, 0.065% active. AID 743093. inhibition, % at 10.9 µM. P. falciparum stage V gametocytes, ATP luminescence, 24 h;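 active means inhibition above the mean plus 3 SD of compounds within the control limits, set per campaign, cut at about 38% in these data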;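 further: 0% = DMSO wells and 100% = medium only without gametocytes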
Mcl1-Noxa inh: disrupts binding of human Mcl-1 to Noxa peptide | 220,000 tested, 1.5% active | inhibition, % at 21.7 µM | AID 1022 | TR-FRET Mcl-1/Noxa peptide binding, 2 h | Q07820;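 active means compounds that cut the protein-peptide binding signal by more than 50% relative to plate controls in a single-dose test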;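 further: His-tagged Mcl-1 with rhodamine Noxa BH3 peptide and terbium anti-His antibody; 0% = Mcl-1 plus Noxa peptide wells and 100% = peptide-only wells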
Target sequence (Q07820 whole entry, looked up): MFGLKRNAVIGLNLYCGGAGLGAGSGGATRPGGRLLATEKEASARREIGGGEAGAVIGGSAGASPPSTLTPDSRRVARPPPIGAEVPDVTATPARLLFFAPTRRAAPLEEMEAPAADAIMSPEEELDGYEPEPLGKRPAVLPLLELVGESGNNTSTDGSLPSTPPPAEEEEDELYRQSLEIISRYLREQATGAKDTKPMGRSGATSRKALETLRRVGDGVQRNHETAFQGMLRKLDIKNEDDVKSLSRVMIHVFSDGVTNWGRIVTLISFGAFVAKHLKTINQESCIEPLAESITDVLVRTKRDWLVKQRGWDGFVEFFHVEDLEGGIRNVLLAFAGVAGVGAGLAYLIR
Avidin fluor: compound fluoresces at 488/530 nm on avidin beads; compound fluorescence 488/530 nm, flow cytometry; hits give high values; fluorescence (KMESF) at 10 µM; 220,000 tested, 0.38% active; in the data active means fluorescence above about 47; further: inactives centre near 10
* = called active by the depositor.

Screens in order: Pf gamet viab | Mcl1-Noxa inh | Avidin fluor
- NC(=O)/C(=C\c1ccccc1)NC(=O)c1ccc(NC(=O)c2ccccc2)cc1
→ 10 | 20 | 3
- O=C(N/N=C/c1cccc(O)c1)c1ccccc1O
→ -3 | 9 | 5
- O=S(=O)(Nc1ccc2ccccc2n1)c1ccc2c(c1)CCO2
→ 6 | -5 | 6
- Cc1ccccc1Nc1ncc(C#N)c(N)n1
→ -15 | -9 | 6
- CSCC[C@H](NC(=O)Nc1ccc(OC(F)(F)F)cc1)C(=O)O
→ 10 | 18 | 5
- CCOP(=O)(OCC)C(Nc1cccc([N+](=O)[O-])c1)c1ccc(N(C)C)cc1 (centres undefined)
→ 4 | 26 | 7
- CSc1cccc(NC(=S)NN(C)C)c1
→ -2 | 4 | 4
- N#C/C(=C\c1ccccc1)C(=O)Nc1nncs1
→ 22 | 26 | 4
- O=C(Cc1cccs1)N=Nc1c(O)[nH]c2ccccc12
→ 16 | 8 | 7
- Cc1ccc(OCC(=O)N(Cc2cccs2)C2CCS(=O)(=O)C2)cc1 (centres undefined)
→ -6 | -12 | 5
- CC(C)c1ccc[n+](-c2nc([O-])sc2C=O)c1
→ -2 | -13 | 7
- O=C(O)c1nnn(-c2cc(C(F)(F)F)cc(C(F)(F)F)c2)c1-c1ccccc1
→ -5 | 19 | 7
- CC[N+](C)(CC)CCC/C(=N/O)C(O)(c1ccccc1)c1ccccc1
→ 8 | 27 | 11
- CS/C(N)=N/N=C/c1cc(Br)cc(Br)c1O
→ 3 | 17 | 4
- CN(C)c1ccc(C=NCCC2(c3ccccc3)CCOC(C)(C)C2)cc1 (centres undefined)
→ 22 | 8 | 6
- CC1S/C(=N\N=C\c2cccc([N+](=O)[O-])c2)N(C(C)(C)C)C1=O (centres undefined)
→ 29 | -21 | 7
- O=c1/c(=C/c2ccccc2)sc2nnc(-c3cccs3)n12
→ -19 | 5 | 7
- CCOC(=O)N1CCC(NS(=O)(=O)c2ccc(C#N)cc2)CC1
→ 12 | -15 | 8
- COC(=O)CC1=C(C(=O)OC)[C@@H](c2ccccc2[N+](=O)[O-])C(C#N)=C(N)O1
→ -4 | 0 | 7
- Cc1ccc(NC(=S)N(CCN(C)C)C(C)c2ccco2)cc1Cl (centres undefined)
→ -1 | 5 | 11
- CCCCN(CCCC)CC(O)COc1ccc(Br)cc1 (centres undefined)
→ 19 | 35 | 8
- Cc1ccc([N+](=O)[O-])cc1S(=O)(=O)NCCc1cn2ccccc2n1
→ -10 | -7 | 6
- CCOC(=O)CCCC(=O)N1CCOCCOCCOCC1
→ 7 | -1 | 7
- CCOC(=O)C1CCN(S(=O)(=O)c2ccc(Cl)nc2)CC1
→ -6 | 6 | 3
- COc1cccc(/C=N/N2CCN(C3c4ccccc4-c4ccccc43)CC2)c1O
→ -5 | -8 | 9
- CC(C)(CN1CCN(C(c2ccccc2)c2ccccc2)CC1)NS(=O)(=O)c1ccccc1
→ 3 | -8 | 6
- Cc1ccc(NNC(=O)c2ccno2)cc1Cl
→ -1 | 0 | 4
- O=C(O)CC(NCc1ccco1)C(=O)Nc1cccc(O)c1 (centres undefined)
→ -36 | 0 | 8
- COc1cc(C2Nc3ccccc3C(=O)N2NS(C)(=O)=O)ccc1O (centres undefined)
→ 8 | 5 | 8
- COc1cc(C2C3=C(CCCC3=O)Nc3c2c(C)nn3-c2cccc(C)c2)cc(OC)c1O (centres undefined)
→ -4 | 7 | 4

Full records, looked up by structure. Order of values: Pf gamet viab	Mcl1-Noxa inh	Avidin fluor
CS/C(N)=N/N=C/c1cc(Br)cc(Br)c1O in the list: 3	17	4
O=S(=O)(Nc1ccc2ccccc2n1)c1ccc2c(c1)CCO2 in the list: 6	-5	6

Continued.
Screens in order: Pf gamet viab | Mcl1-Noxa inh | Avidin fluor
- c1cncc(-c2nc3ccccc3s2)c1
→ -17 | 14 | 3
- COc1ccccc1NS(=O)(=O)c1ccc2oc(=S)[nH]c2c1
→ 0 | -14 | 10
- N#Cc1nc(-c2ccc(F)cc2)oc1NCc1ccco1
→ -6 | 25 | 6
- COC(=O)/C(C#N)=C/c1ccc(-c2ccc(S(N)(=O)=O)cc2)o1
→ 18 | 36 | 7
- O=C(O)CCC(=O)Nc1ccc(Br)cc1C(=O)c1ccccc1Cl
→ -5 | 17 | 5
- O=c1[nH]c2ccccc2c2oc(CCl)nc12
→ 4 | 15 | 8
- NC(N)=NCC(O)CN(c1ccccc1)c1ccccc1 (centres undefined)
→ 10 | 11 | 7
- O=c1oc(-c2ccccc2NS(=O)(=O)c2ccc(Cl)cc2)nc2ccccc12
→ -20 | -44 | 3
- COc1ccc(-c2nnn(-c3cc(Cl)cc(Cl)c3)c2N)cc1
→ 13 | 3 | 3
- Nc1cc(N)nc(SCC(=O)N2CCN(S(=O)(=O)c3ccccc3)CC2)n1
→ 17 | -1 | 13
- CCc1cccc(C)c1NC(=O)CC(C)(C)CC(=O)O
→ -13 | 1 | 8
- O=C(/C=C/c1ccccc1)NCCc1nc2ccccc2[nH]1
→ 14 | 6 | 7
- COC(=O)c1c(-c2c(Cl)cccc2Cl)noc1C(=O)NN
→ -6 | -1 | 3
- CC12CCC(C(=O)Nc3ccncc3)(CC1O)C2(C)C (centres undefined)
→ 12 | 5 | 7
- Cc1ccc(C2C(C#N)=C3N=C(N)c4ccccc4N3C3=C2C(=O)CCC3)cc1 (centres undefined)
→ -9 | -13 | 6
- Cc1ccc(-c2c[n+](CC(=O)Nc3c(C)cccc3C)c3n2CCC3)cc1
→ 3 | -12 | 5
- Cc1cc(C)c(O)c(-c2cc(C(=O)Nc3c(C)n(C)n(-c4ccccc4)c3=O)[nH]n2)c1
→ -16 | 16 | 7
- COc1ccc(C(=O)C2CCCN(Cc3cccn3-c3nccs3)C2)cc1OC (centres undefined)
→ 14 | 16 | 18
- Cc1cccc2[nH]c3c(N4CC=C(c5ccc(F)cc5)CC4)ncnc3c12
→ -20 | 8 | 10
- FC(F)(F)c1cc(Oc2ccccc2)ncc1-c1nnc(-c2ccccc2Cl)o1
→ 6 | 1 | 6
- O=C(Nc1nnc(C2CC2)s1)c1cc(S(=O)(=O)N2CCCCC2)ccc1N1CCOCC1
→ 12 | 11 | 12
- COCCCNc1nc2ccccc2nc1NS(=O)(=O)c1ccc(C)cc1
→ 4 | -2 | 3
- CCc1ccc(C(=O)NNc2ccc(C)c(Cl)c2)cc1
→ 25 | 1 | 3
- COC(=O)c1cnc(SCc2ccc([N+](=O)[O-])cc2)n1C
→ -6 | 7 | 7
- Cc1ccc(N(C)C(=O)C2CCCN2S(=O)(=O)c2ccc3c(c2)n(C)c(=O)c(=O)n3C)cc1 (centres undefined)
→ -13 | -16 | 4
- O=C1C2C3C=CC(C3)C2C(=O)N1c1ccc(S(=O)(=O)Nc2nccs2)cc1 (centres undefined)
→ 18 | -8 | 6
- CC(=O)c1ccc2c(c1)OCCOCCOc1ccccc1OCCOCCO2
→ 10 | 6 | 2
- O=C(O)CSc1nc(-c2ccccc2)c(-c2ccccc2)[nH]1
→ -18 | 15 | 7
- Nc1ccc(-c2cnc[nH]2)cc1[N+](=O)[O-]
→ -17 | 16 | 3
- CNC(=O)CCc1ccc(OC)cc1
→ -13 | 5 | 5

4 entries out of the list, ordered by formula weight, low to high:
Screens in order: Pf gamet viab | Mcl1-Noxa inh | Avidin fluor
- N#Cc1nc(-c2ccc(F)cc2)oc1NCc1ccco1
→ -6 | 25 | 6
- Cc1ccc(C2C(C#N)=C3N=C(N)c4ccccc4N3C3=C2C(=O)CCC3)cc1 (centres undefined)
→ -9 | -13 | 6
- Nc1cc(N)nc(SCC(=O)N2CCN(S(=O)(=O)c3ccccc3)CC2)n1
→ 17 | -1 | 13
- O=C(Nc1nnc(C2CC2)s1)c1cc(S(=O)(=O)N2CCCCC2)ccc1N1CCOCC1
→ 12 | 11 | 12

Next entries follow:
Molecule	Pf gamet viab	Mcl1-Noxa inh	Avidin fluor
CCOc1ccc(/C(C)=N/NC(=O)Cn2nc([N+](=O)[O-])cc2C)cc1	-6	-4	2
Cc1ccc(-n2c(SCC(N)=O)nnc2-c2cnccn2)cc1	15	6	4
O=[N+]([O-])c1cc(Cl)cc(/C=N/NC(=S)Nc2cc(S(=O)(=O)N3CCOCC3)ccc2Cl)c1O	-7	100*	1
O/N=C/c1ccnc(SCc2ccccc2)n1	-4	0	6
COc1ccc(/C=c2\s/c(=C\C(=O)C(C)(C)C)[nH]c2=O)cc1O	14	58*	7
CCSc1ccc(C(=O)NCC(=O)O)cc1	-19	-4	3
CC(NCCN(C)C)C(=O)C12CC3CC(CC(C3)C1)C2 (centres undefined)	-14	22	4
CCn1cc(C(c2ccccc2)C(C(C)=O)[N+](=O)[O-])c2ccccc21 (centres undefined)	16	7	7
COc1cccc(/C=N/NC(=O)CCc2c(C)n[nH]c2C)c1O	-16	34	7
Cc1nc2cc3c(cc2s1)OCO3	-20	5	6
COc1ccc(N=Cc2nc(-c3ccccc3)oc2OC(C)=O)cc1	12	7	4
COc1ccc(N(C(=O)/C=C/c2ccccc2)C2=CC3CCC(C2)N3C)cc1 (centres undefined)	0	22	8
O=C(c1ccc(F)cc1)N1CCN(c2ccc([N+](=O)[O-])cc2-n2cccc2)CC1	-9	17	9
O=[N+]([O-])c1ccc(Sc2cccc[n+]2[O-])c2nonc12	-30	62*	4
COc1cc(/C=N/NC(=O)C(=O)NCc2ccco2)cc(Cl)c1O	22	62*	11
C[C@]12C[C@H](O)[C@@H]3c4ccc(O)cc4CCC3[C@@H]1CCC2=O (some centres undefined)	-13	-20	6
COc1ccc2[nH]c(C(=O)Nc3ccc4c(c3)OCO4)cc2c1	-12	21	5
O=C(CO/N=C/c1c(Cl)cccc1Cl)NNC(=O)c1ccc(Cl)cc1	16	-13	7
S=c1[nH]nc(-c2ccncc2)n1/N=C/c1cn(-c2ccccc2)nc1-c1ccc(Cl)cc1	18	62*	5
O=S(=O)(Cc1noc(-c2ccc(Cl)cc2)n1)Cc1ccco1	-6	18	3
O=C(NC(=O)c1ccccc1Cl)Nc1ccc(-c2cnco2)cc1	-9	-57	7
COc1ccc(CCNC(=O)CNC(=O)Cn2ccc3ccccc3c2=O)cc1OC	8	1	5
c1ccc(N2CCOCCOCCOCCOCC2)cc1	-2	0	20
COc1ccc(NC(=O)CSc2ccccn2)c([N+](=O)[O-])c1	2	29	8
Cc1ccc(S(=O)(=O)N2CCN(CC(=O)NC(=O)NCc3ccco3)CC2)cc1C	-11	-12	7
COc1ccc(-n2cc(-c3ccc(Cl)cc3)[nH]c2=S)cc1	-14	16	6
O=[N+]([O-])c1ccc2c(c1)nc1n2CCSC1	-1	0	6
Cc1cc(=O)n2c(n1)NC(Nc1cccc(C)c1C)=NC2c1ccc(F)cc1 (centres undefined)	7	1	7
CC1(C)Cc2nc3[nH]c(=S)[nH]c(=O)c3cc2CO1	-16	14	4
O=C(O)c1ccccc1-c1ccccc1C(=O)NNc1ccc([N+](=O)[O-])cc1	19	12	6

Molecule	Pf gamet viab	Mcl1-Noxa inh	Avidin fluor
O=C(/C=C/c1ccco1)N(Cc1ccc(F)cc1)C1CCS(=O)(=O)C1 (centres undefined)	4	-24	9
Cc1cccc(/N=C/C2=C(O)CC(C)(C)CC2=O)n1	9	-18	8
COc1cc(C2c3c(oc4ccccc4c3=O)C(=O)N2c2nccs2)ccc1O (centres undefined)	-48	16	7
CNC(=S)Nc1ccc(N2CCN(c3ccc(C(F)(F)F)cn3)CC2)nc1	-5	-12	6
NC(=O)c1snnc1-c1ccccc1	16	-19	6
CN(C)Cc1c(O)ccc2c1O/C(=C\C=C\c1ccccc1)C2=O	3	-8	5
O=C1Cc2ccccc2C(c2ccc(Cl)cc2)N1 (centres undefined)	1	-7	7
S=c1[nH]nc(-c2cc(-c3ccccc3)n[nH]2)n1/N=C/c1ccccc1	23	-13	7
COc1cscc1C(N)=O	-9	8	9
O=C(O)COc1ccccc1/C=N/NC(=O)c1cc(-c2ccccc2)nc2ccccc12	23	-8	7
COc1cccc2cc(-c3csc(NC(=O)CCC(=O)NCCCN4CCC(C)CC4)n3)c(=O)oc12	-75	-17	7
CCCc1nnc(NC(=O)CCC(=O)N2CCN(S(=O)(=O)c3ccc(C)cc3)CC2)s1	4	5	9
CC1(C)C2CCC1(C)C(OC(=O)c1ccccc1C(=O)O)C2 (centres undefined)	7	11	4
CCC1=C(OC(=O)N(CC)CC)N2C(=O)OC(=NCCc3c[nH]c4ccccc34)[C@]2(Cc2ccccc2)[C@H]2C1=CC[C@H]1C(=O)N(CC(=O)OC)C(=O)[C@H]12	-18	1	8
Cc1ccc(C(=O)C2=C(O)C(=O)N(c3ncccn3)C2c2ccc(F)cc2)o1 (centres undefined)	-17	15	20
CC(C)c1nnc(NC(=O)COc2ccccc2[N+](=O)[O-])s1	-2	-1	6
CC(=O)C1=C(C)N2CCN=C2S1	11	2	9
CCOc1cc(/C=N/NC(=O)c2cccnc2)ccc1O	-14	20	4
CN1CCN(C(=O)CSc2nc3ccc(NC(=O)c4ccccc4F)cc3s2)CC1	14	8	6
Cn1c(=O)[nH]c(=O)c2c1nc(N1CCCCC1)n2C/C=N/NC(=O)c1cc(Br)ccc1O	-9	-32	7
O=c1ccc(=O)n(-c2ccccc2)[nH]1	-20	-4	4
O=C(O)c1ccc(N2CCCCC2)cc1O	11	18	4
O=C(CSc1ncc(C(F)(F)F)cc1Cl)NCC1CCCO1 (centres undefined)	9	-11	9
CNC(=O)c1ccccc1Sc1ccccc1CO	3	9	7
O=C(O)c1cc(N2C(=O)CCC2=O)ccc1NCc1cccnc1	-7	6	9
O=C(OCc1ccc([N+](=O)[O-])cc1)c1ccc2ccccc2n1	-8	6	9
Cc1ccc(N2C(=O)C3CCC(C)(C2=O)C3(C)C)cc1 (centres undefined)	1	-21	4
Oc1ccc(C2C=C(c3ccc(F)cc3)Nc3ncnn32)cc1 (centres undefined)	0	41	4

Screening results (PubChem BioAssay)

Not all compounds are listed; the hit share may differ from the screen's.
